KOR beta-arrestin-1: KOR agonists, beta-arrestin recruitment, primary screen, cell-based, luminescence, uHTS (AID 1777) | hit rate 0.02% among 280,000 | KOR beta-arrestin recruitment, luminescence; higher % means a stronger effect | activation, % at 10 µM; hits with a dose series show EC50 in µM; in the data active = activation above about 50%, passing the limit was not always enough; note: a part of the inactive calls stands beside numbers as strong as those of hits
NOD1 NF-kB reporter: NOD1 signaling inhibitors, primary screen, cell-based, luminescence, uHTS (AID 1578); NOD1-driven NF-kB luciferase reporter cells, luminescence; higher % means a stronger effect; inhibition, % at 4 µM, or EC50 in µM where a hit was titrated; hit rate 1% among 290,000; in the data active = inhibition mostly above about 36%, no sharp cut-off; inactive = mostly below about 34%;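 note: HEK-293T reporter cells stimulated with the NOD1 agonist gamma-tri-DAP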
GPR35 arrestin U2OS: inhibition of zaprinast-stimulated GPR35 beta-arrestin translocation – imaging, U2OS, beta-arrestin-GFP, zaprinast agonist, primary screen (AID 2058); U2OS GPR35 beta-arrestin-GFP translocation imaging, zaprinast antagonism; higher % means a stronger effect; inhibition, % at 10 µM; hits with a dose series show IC50 in µM; hit rate 0.052% among 290,000;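 active = inhibition of at least 50% with at least 30 cells and total cytoplasm GFP at most 10,000,000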
GPR55 antagonists: inhibition of LPI-stimulated GPR55 beta-arrestin translocation – imaging, U2OS, beta-arrestin-GFP, LPI agonist, primary screen (AID 2013). U2OS GPR55 beta-arrestin-GFP translocation imaging, LPI antagonism; higher % means a stronger effect. inhibition, % at 10 µM, or IC50 in µM where a hit was titrated. hit rate 0.13% among 290,000;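 active = spots per cell inhibited over 60%, with over 100 cells counted and total cytoplasm intensity under 500,000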;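 note: U2OS cells stably carrying GPR55 and arrestin-GFP stimulated by 5 µM LPI near EC80; imaged beta-arrestin-GFP aggregate spots per cell after agonist stimulation; plate controls were LPI-stimulated DMSO wells for no effect and DMSO wells without LPI for full effect; some results filed as inactive read as strong as hits; confirmed hits need IC50 under 10 µM and bright autofluorescent wells are also inconclusive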
HIV fusion peptide: cell-free HIV fusion peptide-binding blockers – biochemical, uHTS, fluorescence dequenching, primary screen (AID 1986); cell-free peptide binding, fluorescence dequenching, 30 min; higher % means a stronger effect; hit rate 0.3% among 290,000; one-dose inhibition, % at 20 µM; IC50 in µM for titrated hits; in the data active = inhibition mostly above about 52%, no sharp cut-off; inactive = mostly below about 76%; note: some results filed as inactive read as strong as hits
GPR55 activation: selective activators of receptor GPR55 – imaging, U2OS cells, beta-arrestin-GFP redistribution, primary screen (AID 1961); activation, % at 10 µM; hits with a dose series show EC50 in µM; hit rate 0.048% among 290,000; U2OS GPR55 beta-arrestin-GFP redistribution imaging; higher % means a stronger effect;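 active = activation above 40% with more than 50 cells counted in the well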;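 note: U2OS osteosarcoma cells stably expressing GPR55 and beta-arrestin-GFP; plate controls were DMSO negative control for no effect and LPI positive control for full effect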
KOR beta-arrestin-2: kappa opioid receptor blockers – cell-based, luminescence, uHTS (AID 1778). KOR beta-arrestin recruitment, luminescence, antagonist mode; higher % means a stronger effect. one-dose inhibition, % at 10 µM; IC50 in µM for titrated hits. hit rate 0.091% among 290,000; in the data active = inhibition above about 50%; note: strong numbers were not always called active
Siah-1 displacement: Siah-1 peptide-binding antagonists, primary screen, biochemical, fluorescence polarization, rhodamine-plectin, uHTS (AID 1817); Siah-1 / rhodamine-plectin peptide fluorescence polarization; higher % means a stronger effect; one-dose displacement, % at 20 µM; IC50 in µM for titrated hits; hit rate 0.02% among 290,000;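 active = displacement of at least 50% at 20 µM, with a fluorescence ratio check between 0.3 and a set limit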;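 note: plate controls were Siah plus tracer with DMSO for no effect and tracer alone without Siah for full effect; strong numbers were not always called active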
AID2073: inhibitors of Mint1-CaV2.2 protein interaction, biochemical, HTRF (AID 2073); inhibition, % at 20 µM; hits with a dose series show IC50 in µM; HTRF protein-protein interaction, Mint1-CaV2.2; higher % means a stronger effect; hit rate 0.19% among 290,000; in the data active = inhibition mostly above about 51%, no sharp cut-off; note: some results filed as inactive read as strong as hits
Numbers without * were called inactive; [ ] = dose if it differs, or a comment.

Key to letters – A = KOR beta-arrestin-1; B = NOD1 NF-kB reporter; C = GPR35 arrestin U2OS; D = GPR55 antagonists; E = HIV fusion peptide; F = GPR55 activation; G = KOR beta-arrestin-2; H = Siah-1 displacement; I = AID2073
1. Cc1cccnc1NC(=O)c1ccc2nc(N)sc2c1
  A: 7.8% | B: 9.9% | C: 2.0% | D: 2.9% | E: -2.0% | F: -0.1% | G: 5.0% | H: -0.8% | I: -8.4%
2. Cc1[nH]nc2c1C(c1ccsc1)C(C#N)=C(N)O2 (configuration not stated)
  A: -2.3% | B: -7.7% | C: -5.2% | D: 4.8% | E: -0.1% | F: -0.2% | G: 14.3% | H: -2.7% | I: 5.3%
3. COc1ccc(N(CC(=O)Nc2ccccc2OC)S(=O)(=O)c2ccc(OC)c(OC)c2)cc1
  A: -1.3% | B: 4.0% | C: -0.4% | D: 4.6% | E: 0.2% | F: -0.1% | G: -18.4%[20 µM] | H: 0.0% | I: -6.4%
4. Cc1ccc(NC(=O)Cc2ccccc2)c(C)c1
  A: 2.1% | B: -29.9% | C: -21.6% | D: -6.9% | E: -0.4% | F: -0.1% | G: -68.5%[20 µM] | H: 0.9% | I: 0.2%
5. Cc1ccc(C2/C(=C(\O)c3ccc4c(c3)OCCO4)C(=O)C(=O)N2Cc2cccnc2)cc1 (configuration not stated)
  A: -1.3% | B: 2.7% | C: 2.3% | D: 2.2% | E: -1.8% | F: 0.3% | G: -42.2% | H: -3.0% | I: 17.3%
6. CCOC(=O)N1CCN(C(=O)c2ccc(N(C)S(=O)(=O)c3ccc(C)cc3)cc2)CC1
  A: -4.2% | B: -2.9% | C: -0.9% | D: -11.0% | E: 0.1% | F: 0.0% | G: 13.2% | H: -4.4% | I: 7.4%
7. COCCNC(=S)N1CCc2cc(OC)c(OC)cc2C1c1cccs1 (configuration not stated)
  A: 1.0% | B: -0.5% | C: -6.6% | D: -5.0% | E: -0.8% | F: 0.3% | G: -43.7% | H: -0.9% | I: -10.3%
8. Clc1ccc(/C=N/NC(=Nc2ccccc2)c2ccccn2)c(Cl)c1
  A: 5.6% | B: 2.1% | C: -9.5% | D: 1.9% | E: -1.6% | F: 0.2% | G: -4.0% | H: 0.9% | I: -9.1%
9. CCOC(=O)C1C(c2cccs2)NC(=O)NC1(O)C(F)(F)F (configuration not stated)
  A: -3.7% | B: 10.8% | C: 6.1% | D: 6.3% | E: 0.6% | F: -0.2% | G: -1.1% | H: 0.4% | I: -0.1%
10. CC(C)(C)CN1CCNC(=O)C1CC(=O)NCCN1CCCc2ccccc21 (configuration not stated)
  A: -3.6% | B: -26.2% | C: 29.7% | D: 7.4% | E: 3.3% | F: 0.0% | G: 12.0% | H: 2.9% | I: -10.8%

An excerpt of these results, with values under each structure.
Order of values – KOR beta-arrestin-1 | NOD1 NF-kB reporter | GPR35 arrestin U2OS | GPR55 antagonists | HIV fusion peptide | GPR55 activation | KOR beta-arrestin-2 | Siah-1 displacement | AID2073
5. Cc1ccc(C2/C(=C(\O)c3ccc4c(c3)OCCO4)C(=O)C(=O)N2Cc2cccnc2)cc1 (configuration not stated)
→ -1.3% | 2.7% | 2.3% | 2.2% | -1.8% | 0.3% | -42.2% | -3.0% | 17.3%
6. CCOC(=O)N1CCN(C(=O)c2ccc(N(C)S(=O)(=O)c3ccc(C)cc3)cc2)CC1
→ -4.2% | -2.9% | -0.9% | -11.0% | 0.1% | 0.0% | 13.2% | -4.4% | 7.4%

(continued)
Key to letters – A = KOR beta-arrestin-1; B = NOD1 NF-kB reporter; C = GPR35 arrestin U2OS; D = GPR55 antagonists; E = HIV fusion peptide; F = GPR55 activation; G = KOR beta-arrestin-2; H = Siah-1 displacement; I = AID2073
11. CCCCC(=O)N=c1sc2cc(S(C)(=O)=O)ccc2n1C
  A: 5.8% | B: 41.2% | C: 17.8% | D: -0.7% | E: 1.4% | F: -0.1% | G: 0.7% | H: -1.9% | I: 62.1%
12. CC(C)(C)OC(=O)N1CCC(c2c(C(=O)NC3CC3)cnn2-c2ccc(Cl)cc2)CC1
  A: -4.9% | B: -17.0% | C: -4.0% | D: 4.1% | E: 3.6% | F: 0.2% | G: -22.2% | H: 3.7% | I: 20.6%
13. Cc1ccccc1CN1CCC(C(=O)Nc2ccc(Oc3cccnc3)cc2)CC1
  A: -0.7% | B: -15.8% | C: 14.2% | D: 10.5% | E: 0.7% | F: -0.2% | G: -11.7% | H: 6.0% | I: -9.2%
14. O=C(CN(C(=O)CCC(=O)Nc1nccs1)c1ccc2c(c1)OCCO2)NCc1ccco1
  A: -2.6% | B: -15.4% | C: 5.0% | D: -7.7% | E: 0.8% | F: 0.2% | G: -13.8% | H: 2.0% | I: 0.5%
15. COc1ccc(-n2c(SCC(=O)N3CCCCC3)nnc2-c2cccnc2)cc1
  A: 3.7% | B: -12.1% | C: -0.2% | D: 0.1% | E: 1.2% | F: -0.1% | G: -40.1% | H: -3.3% | I: -3.5%
16. CC(=O)Nc1c(C)cc(OCC(=O)O)cc1C
  A: 7.6% | B: -1.8% | C: -10.4% | D: -2.3% | E: 0.4% | F: 0.0% | G: 9.1% | H: 7.8% | I: -19.9%
17. Clc1ccc(Cc2nnc(-c3ccccc3Br)o2)cc1
  A: 0.1% | B: -31.1% | C: -8.0% | D: -2.4% | E: 1.4% | F: 0.8% | G: -12.6% | H: -1.8% | I: 3.0%
18. COC(=O)N1CC=CC1(C)C(=O)NCc1cc(F)cc(C(F)(F)F)c1 (configuration not stated)
  A: 1.4% | B: -14.1% | C: -4.4% | D: 7.8% | E: 3.2% | F: -0.1% | G: 14.5% | H: -0.2% | I: 3.1%
19. CC(=O)c1ccc(OC(=O)N(c2ccccc2)c2ccccc2)cc1
  A: -9.4% | B: -2.4% | C: -4.0% | D: 7.4% | E: 2.3% | F: -0.1% | G: 4.0% | H: 0.4% | I: -1.5%
20. O=c1[nH]c2ccc(NC(=S)NC3CCCCC3)cc2[nH]1
  A: 11.5% | B: 0.4% | C: -1.4% | D: 2.6% | E: -0.1% | F: -0.4% | G: -23.1% | H: 13.3% | I: 8.3%

Additional structures follow:
Key to letters – A = KOR beta-arrestin-1; B = NOD1 NF-kB reporter; C = GPR35 arrestin U2OS; D = GPR55 antagonists; E = HIV fusion peptide; F = GPR55 activation; G = KOR beta-arrestin-2; H = Siah-1 displacement; I = AID2073
21. CCCN(CCC)CCCNC(=O)c1cc2c(=O)n(CC)c3ccccc3c2s1
  A: -1.3% | B: -10.9% | C: -5.0% | D: 3.4% | E: -1.4% | F: 0.2% | G: 14.5% | H: -3.1% | I: 8.9%
22. CC1=C(C(=O)Nc2cccnc2)C(c2ccc(C(C)C)cc2)n2ncnc2N1 (configuration not stated)
  A: 2.2% | B: -17.4% | C: 6.1% | D: 6.5% | E: 2.5% | F: -0.4% | G: -0.8% | H: 29.5% | I: -8.1%
23. COc1ccc(-n2c(Cn3c(=O)sc4ccccc43)nnc2SCC(=O)N2CCCCC2)cc1
  A: -0.8% | B: -9.1% | C: 6.8% | D: -1.5% | E: -0.6% | F: 0.3% | G: 29.9% | H: 0.9% | I: -2.4%
24. N#Cc1ccc(Oc2cccnc2)cc1C#N
  A: -3.6% | B: -0.4% | C: 13.2% | D: 12.4% | E: 0.2% | F: 0.3% | G: 7.7% | H: 4.7% | I: 3.1%
25. COc1ccc(-c2cc(C(F)(F)F)n3nc(C(=O)NCc4ccco4)c(Cl)c3n2)cc1
  A: 2.6% | B: 11.8% | C: 2.1% | D: 5.5% | E: -2.3% | F: 24.7% | G: -27.1% | H: -1.9% | I: -4.1%
26. CCc1n[nH]c(=S)n1/N=C/c1c(C)nn(-c2ccccc2)c1Cl
  A: -4.5% | B: -5.2% | C: -2.0% | D: 9.9% | E: -1.9% | F: -0.4% | G: -25.7% | H: 12.5% | I: -16.3%

Compound profiles (already shown). Order of values: KOR beta-arrestin-1, NOD1 NF-kB reporter, GPR35 arrestin U2OS, GPR55 antagonists, HIV fusion peptide, GPR55 activation, KOR beta-arrestin-2, Siah-1 displacement, AID2073
COCCNC(=S)N1CCc2cc(OC)c(OC)cc2C1c1cccs1 (configuration not stated) across the screens: 1.0%, -0.5%, -6.6%, -5.0%, -0.8%, 0.3%, -43.7%, -0.9%, -10.3%
CC(=O)Nc1c(C)cc(OCC(=O)O)cc1C across the screens: 7.6%, -1.8%, -10.4%, -2.3%, 0.4%, 0.0%, 9.1%, 7.8%, -19.9%
CCOC(=O)N1CCN(C(=O)c2ccc(N(C)S(=O)(=O)c3ccc(C)cc3)cc2)CC1 across the screens: -4.2%, -2.9%, -0.9%, -11.0%, 0.1%, 0.0%, 13.2%, -4.4%, 7.4%
COC(=O)N1CC=CC1(C)C(=O)NCc1cc(F)cc(C(F)(F)F)c1 (configuration not stated) across the screens: 1.4%, -14.1%, -4.4%, 7.8%, 3.2%, -0.1%, 14.5%, -0.2%, 3.1%
COc1ccc(N(CC(=O)Nc2ccccc2OC)S(=O)(=O)c2ccc(OC)c(OC)c2)cc1 across the screens: -1.3%, 4.0%, -0.4%, 4.6%, 0.2%, -0.1%, -18.4%[20 µM], 0.0%, -6.4%

The list is partial. The share of hits here may be higher or lower than overall.
